# Redox H2O2 prof: compounds producing H2O2 with reducing agent – biochemical, NIH compound library profiling, artefact control for MLSCN library redox annotation, primary screen | 0.03% of 200,000 active | activation, % at 10 µM | DTT-dependent redox cycling H2O2, phenol red/HRP absorbance; 100% = 100 µM peroxide control, 0% = buffer;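 active means activation of at least 50% relative to the plate's high and low controls in the primary single-dose screen; inactive means activation below 50%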;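 further: compound incubated with DTT at 0.8 mM final as the reducing agent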
# STAT1 blocker: inhibitors of IFN-gamma induced STAT1 signaling. NIH 3T3 STAT1-luciferase reporter, luminescence. 0.35% of 200,000 active. inhibition, % at 5.5 µM;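 active means inhibition above a set limit, the mean inhibition across all tested compounds plus 3 SD, cut at about 34% in these data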;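 further: 0% = IFN-gamma with DMSO and 100% = IFN-gamma with 300 µM nifuroxazide; values of inactives mirror those of a sister screen read the other way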
# TLR4-MyD88 BLA: blocks binding of human TLR4 to MyD88; HeLa CL3-4 TLR4/MyD88 BLA complementation, FRET ratio; inhibition, % at 8.4 µM; 0.18% of 200,000 active; in the data active means inhibition above about 25%;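 further: 0% = vehicle and 100% = reference inhibitor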
# Target sequence (O00206 whole entry, looked up): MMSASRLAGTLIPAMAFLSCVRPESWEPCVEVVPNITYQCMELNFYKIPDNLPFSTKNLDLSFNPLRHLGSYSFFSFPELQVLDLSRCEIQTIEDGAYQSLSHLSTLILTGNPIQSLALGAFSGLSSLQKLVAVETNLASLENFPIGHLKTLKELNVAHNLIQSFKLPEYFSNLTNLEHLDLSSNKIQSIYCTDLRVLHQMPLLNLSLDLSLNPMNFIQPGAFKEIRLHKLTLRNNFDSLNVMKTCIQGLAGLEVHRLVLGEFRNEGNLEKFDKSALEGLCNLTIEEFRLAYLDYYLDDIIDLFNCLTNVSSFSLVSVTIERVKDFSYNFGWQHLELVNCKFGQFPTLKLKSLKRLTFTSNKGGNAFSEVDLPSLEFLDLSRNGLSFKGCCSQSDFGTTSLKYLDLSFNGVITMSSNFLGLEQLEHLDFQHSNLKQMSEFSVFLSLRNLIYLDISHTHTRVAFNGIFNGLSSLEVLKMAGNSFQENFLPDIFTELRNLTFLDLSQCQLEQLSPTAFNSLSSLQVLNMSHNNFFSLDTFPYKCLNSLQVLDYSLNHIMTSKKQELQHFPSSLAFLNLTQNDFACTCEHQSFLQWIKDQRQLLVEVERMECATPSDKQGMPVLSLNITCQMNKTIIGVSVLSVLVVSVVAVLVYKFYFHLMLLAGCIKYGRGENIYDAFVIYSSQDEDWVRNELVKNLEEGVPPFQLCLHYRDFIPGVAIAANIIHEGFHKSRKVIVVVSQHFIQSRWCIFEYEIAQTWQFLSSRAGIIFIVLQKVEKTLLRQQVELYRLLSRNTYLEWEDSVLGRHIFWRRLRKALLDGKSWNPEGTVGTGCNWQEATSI
# Target sequence (Q99836 whole entry, looked up): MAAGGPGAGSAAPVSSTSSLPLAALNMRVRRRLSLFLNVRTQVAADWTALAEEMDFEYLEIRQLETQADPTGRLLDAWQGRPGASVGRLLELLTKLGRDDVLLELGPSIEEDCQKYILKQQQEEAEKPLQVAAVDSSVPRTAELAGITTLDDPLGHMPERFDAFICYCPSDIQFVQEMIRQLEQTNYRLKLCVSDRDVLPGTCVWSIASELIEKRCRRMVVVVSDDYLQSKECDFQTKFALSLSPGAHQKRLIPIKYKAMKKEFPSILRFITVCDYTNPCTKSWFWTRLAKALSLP
# APP 5'UTR act: APP 5'UTR luciferase reporter activation; SH-SY5Y APP 5'UTR luciferase reporter, luminescence; zero percent = DMSO vehicle wells; activation, % at 2 µM; 1% of 190,000 active;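 active means activation above a set limit, based on mean plus 3 SD of controls, cut at about 140% in these data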; further: values of inactives mirror those of a sister screen read the other way
# NF-kB neuron act: NF-kB expression increase, human neuronal cells; NF-kB reporter expression; active compounds read high; fold change at 12.5 µM; 1.6% of 190,000 active; in the data active means fold change above about 3.3
# STAT3 blocker: reduces IL-6 driven STAT3 reporter signal. U3A cells, IL-6 STAT3-luciferase reporter, luminescence; host cell line lacks STAT1. inhibition, % at 5.5 µM. 0.89% of 190,000 active. AID 862;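 active means inhibition above the mean inhibition across all screened compounds plus 3 SD, cut at about 44% in these data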;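 further: 0% = DMSO only wells and 100% = 100 µM nifuroxazide control wells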
# STAT1 activator: increases IFN-gamma driven STAT1 reporter signal. activation (% of control), % at 5.5 µM. 2.6% of 200,000 active. NIH 3T3 STAT1-luciferase reporter, luminescence; 100% = IFN-gamma alone, no compound;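 active means activation above the screen-wide mean activation plus 3 SD, cut at about 130% in these data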;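 further: raw ratio to IFN-gamma control signal so 100% means no change and 0% no light; values of inactives mirror those of a sister screen read the other way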
# Efa HMGR inh: blocks class II HMG-CoA reductase of Enterococcus faecalis | purified E. faecalis HMGR, NADPH absorbance 340 nm kinetic | inhibition, % at 10 µM | 0.41% of 190,000 active | AID 1066;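 active means inhibition above a set limit, the median over all tested compounds plus 3 SD, cut at about 9.5% in these data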;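 further: enzyme runs in reverse so mevalonate oxidation gives rising NADPH absorbance; 0% = complete reaction with DMSO and 100% = background rate lacking mevalonate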
# Hsp70 act: switches on Hsp70 transcription | 0.04% of 200,000 active | activation, % at 10 µM | HeLa Hsp70 promoter luciferase reporter, luminescence; scaled: vehicle 0, proteasome-inhibitor control 100%;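 active means activation above the mean across all tested compounds plus 3 SD, cutoff set per campaign, cut at about 5.5% in these data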;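 further: 100% = MG132 at 30 µM as the positive control and 0% = DMSO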
# STAT3 activator: activators of IL-6 induced STAT3 signaling | U3A cells, IL-6 STAT3-luciferase reporter, luminescence; 100% = signal with IL-6 EC80 alone | activation (% of control), % at 5.6 µM | 0.91% of 190,000 active | AID 871;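 active means activation above the screen-wide mean of compound activation plus 3 SD, cut at about 130% in these data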;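 further: 0% = background luminescence of wells with medium and substrate only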
#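 Test system: human U3A cells carrying STAT3-luciferase construct; control set: IL-6-only wells as 100% reference; timing: compound pre-incubation 1 h before IL-6, then 6 h stimulation at 37 °C; also added: IL-6 stimulus at 33 ng/mL final; evaluation: % activation versus median of IL-6-stimulated wells; detection: reporter luminescence signal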
# * = called active by the depositor; nt = no result given.
SMILES,Redox H2O2 prof,STAT1 blocker,TLR4-MyD88 BLA,APP 5'UTR act,NF-kB neuron act,STAT3 blocker,STAT1 activator,Efa HMGR inh,Hsp70 act,STAT3 activator
Cc1cc(N2CCOCC2)nc(N2CCOCC2)n1,-0.1,-4,-4,32,1.1,9,102,7,0.1,97
CCCCCNc1nc2ccccc2nc1NS(=O)(=O)c1cccs1,0.5,-1,13,10,1.2,8,100,-6,0.0,97
O=C(CN1CCCCC1)Nc1cccc2c1OCO2,0.0,-2,12,18,1.7,3,102,2,0.3,102
COCCN1C(=O)/C(=C/c2ccc(OCc3ccc(C(=O)O)cc3)c(OC)c2)SC1=Nc1ccccc1,-0.5,15,-7,-7,0.64,7,87,-1,0.3,98
Cc1cc(C)n(-c2nc(Nc3ccccc3)nc(-n3nc(C)cc3C)n2)n1,2.8,-6,1,-2,1.3,6,105,nt,0.9,101
CCOC(=O)N1CCN(C(=O)Nc2ccc(Cl)cc2)CC1,0.2,5,-1,6,1.2,4,96,5,-0.2,100
COc1ccc(NC(=O)c2ccc(CNc3c(NC4CCCCC4)c(=O)c3=O)cc2)cc1OC,-3.3,4,-7,12,1.1,5,96,2,-0.2,103
O=C(CSc1nnc(-c2ccco2)n1Cc1ccco1)Nc1ccccc1,2.1,4,-11,1,1,10,97,-6,-0.1,94
Cc1ccc(Sc2ncccc2C(=O)O)cc1C,-0.2,-1,3,12,1.1,-2,100,-3,-0.3,101
Cc1ccc2c(CC(=O)NCc3ccco3)coc2c1C,7.0,-5,2,-14,1.4,0,105,-2,-0.1,102
CC(C)Oc1cccc(C(=O)Nc2ccc(CN3CCOCC3)cc2)c1,0.2,-2,5,11,1.1,22,102,1,-0.1,84
Cc1cccc(C)c1NC(=S)N/N=C/c1c(Cl)cccc1Cl,-1.4,6,8,-17,1,-1,94,-1,-0.2,104
O=C(Nc1cc(S(=O)(=O)N2CCCCC2)ccc1O)c1ccccc1NS(=O)(=O)c1ccc(F)c(F)c1,1.1,3,2,5,0.96,-9,97,1,-0.3,103
Cc1ccc(NC(=O)CSc2ncccc2C(=O)Oc2cccc([N+](=O)[O-])c2)cc1Cl,0.0,-6,8,46,1.2,-3,105,0,-0.1,101
O=C(N/N=C/C=C\c1ccccc1[N+](=O)[O-])c1ccncc1,-0.6,5,5,-6,0.91,10,94,0,-0.2,95
CS(=O)(=O)N1CCN(C2C3CC4CC(C3)CC2C4)CC1 (stereo not drawn),-0.6,20,-6,8,1,20,80,-6,0.7,86
Cc1cccc(OCC(=O)N2CCN(C(=O)c3ccc([N+](=O)[O-])cc3)CC2)c1,-1.4,6,5,0,1.2,-3,95,-1,-0.3,105
Cc1ccc(-n2[nH]c(C)c(C=Nc3cc(C)ccn3)c2=O)cc1,1.2,-6,-5,24,1.3,-42,106,1,-0.2,138*
CN(C)S(=O)(=O)c1cccc(NC(=O)COc2cccc(C#N)c2)c1,0.0,6,0,2,0.94,-8,94,0,-0.4,105
CCOC(=O)C1CCN(CC(O)COc2ccc(C(=O)CC)cc2)CC1 (stereo not drawn),-3.6,7,13,-10,1.2,-1,93,-1,-0.2,104
CC(=O)N(Cc1ccccc1C)c1cccc(C)c1C,0.3,11,10,-7,1.2,9,88,2,0.0,96
Cc1cccc(NC(=S)NCCN(C2CCCCC2)C2CCCC2)c1,0.0,19,8,-8,1,6,81,-3,-0.1,97
Cc1cc(C(=O)Nc2cccnc2)on1,-0.2,-8,-9,14,0.94,2,108,0,-0.2,98
O=C(N/C(=C\c1cccnc1)C(=O)N1CCOCC1)c1cccc(Br)c1,1.5,-8,-16,-9,1,13,107,1,-0.4,94
N#CC(c1ccccc1)C1CCN(Cc2ccccc2)CC1 (stereo not drawn),-0.2,0,-5,-8,0.92,4,100,-3,-0.1,97

# In a second layout: results already given.
mol	Redox H2O2 prof	STAT1 blocker	TLR4-MyD88 BLA	APP 5'UTR act	NF-kB neuron act	STAT3 blocker	STAT1 activator	Efa HMGR inh	Hsp70 act	STAT3 activator
Cc1cccc(OCC(=O)N2CCN(C(=O)c3ccc([N+](=O)[O-])cc3)CC2)c1	-1.4	6	5	0	1.2	-3	95	-1	-0.3	105
Cc1ccc(-n2[nH]c(C)c(C=Nc3cc(C)ccn3)c2=O)cc1	1.2	-6	-5	24	1.3	-42	106	1	-0.2	138*
CN(C)S(=O)(=O)c1cccc(NC(=O)COc2cccc(C#N)c2)c1	0.0	6	0	2	0.94	-8	94	0	-0.4	105
CCOC(=O)C1CCN(CC(O)COc2ccc(C(=O)CC)cc2)CC1 (stereo not drawn)	-3.6	7	13	-10	1.2	-1	93	-1	-0.2	104
CC(=O)N(Cc1ccccc1C)c1cccc(C)c1C	0.3	11	10	-7	1.2	9	88	2	0.0	96
Cc1cccc(NC(=S)NCCN(C2CCCCC2)C2CCCC2)c1	0.0	19	8	-8	1	6	81	-3	-0.1	97
Cc1cc(C(=O)Nc2cccnc2)on1	-0.2	-8	-9	14	0.94	2	108	0	-0.2	98
O=C(N/C(=C\c1cccnc1)C(=O)N1CCOCC1)c1cccc(Br)c1	1.5	-8	-16	-9	1	13	107	1	-0.4	94
N#CC(c1ccccc1)C1CCN(Cc2ccccc2)CC1 (stereo not drawn)	-0.2	0	-5	-8	0.92	4	100	-3	-0.1	97

# The list goes on:
SMILES,Redox H2O2 prof,STAT1 blocker,TLR4-MyD88 BLA,APP 5'UTR act,NF-kB neuron act,STAT3 blocker,STAT1 activator,Efa HMGR inh,Hsp70 act,STAT3 activator
CCCc1cc(=O)n2[nH]c(NCc3ccc(Cl)cc3Cl)nc2n1,2.2,-9,-3,-4,1.2,0,108,-7,0.1,103
Cc1[nH]n(C(N)=S)c(=O)c1N=Nc1ccc2ccccc2c1,-1.4,-78,0,134,5.9*,-30,172*,-2,0.1,128
Cc1nn(CCc2n[nH]c(=S)n2-c2cccc(Cl)c2)c(C)c1[N+](=O)[O-],0.1,2,2,-3,0.95,4,98,-5,-0.6,95
Cc1ccc2nc(C)cc(N3CCOCC3)c2c1,-0.2,8,6,3,1.2,11,92,-7,-0.4,91
Cc1ccccc1N1CCN(S(=O)(=O)c2ccc3oc(=O)ccc3c2)CC1,2.0,6,-5,8,0.81,6,95,-4,-0.2,100
O=C(O)CCCN(Cc1cccc(Br)c1)S(=O)(=O)c1ccc(Br)cc1,-1.7,-5,-12,2,1.2,2,102,-1,-0.4,100
NCCS(=O)(=O)NC1CCCCC1,0.3,-3,-13,24,1,-2,101,-2,-0.3,105
CN1CCN(CC#CC2(O)CCCCC2)CC1,-0.3,2,-5,-16,1.2,-3,98,-10,0.2,104
CC(C)C(c1nnnn1CCc1ccccc1)N1CCOCC1 (stereo not drawn),2.5,1,4,-2,0.97,9,99,-12,0.0,100
COc1ccc(/C=N/NC(=O)c2ccccc2OCc2ccccc2)c(OC)c1,0.3,-19,2,3,0.92,-11,119,-7,-0.1,112
Cc1ccccc1NC(=S)NCc1ccc2[nH]c3c(c2c1)CCCC3,0.3,-7,1,21,0.63,-4,107,-5,-0.3,103
COc1cccc(/C=N/N2CCN(C)CC2)c1,-0.6,14,-13,-1,1.2,8,87,-6,-0.2,93
O=C(CNC(=O)c1ccccc1F)NCCOc1ccccc1Cl,1.0,2,1,26,1.2,-6,99,1,-0.3,108
Cc1cc(C)c2c(CC(=O)O)c(C)[nH]c2c1,-0.3,-7,-8,4,1.1,0,107,-7,-0.1,106
c1cc(C2CCN(Cc3nc(-c4ccc5c(c4)OCO5)no3)CC2)ccn1,-1.5,22,-11,1,0.91,6,78,-1,-0.2,99
COc1ccc(C(=O)c2ccc(N3CCOCC3)cc2)c(OC)c1,-0.6,-6,3,14,0.93,1,106,2,-0.3,102
COc1ccc(C(=O)OC2CCN(c3ncc(C(F)(F)F)cc3Cl)CC2)cc1,1.7,2,-10,nt,1.2,16,98,-6,-0.1,92
O=C1C2C3C=CC(C3)C2C(=O)N1c1n[nH]c(-c2cccnc2)n1 (stereo not drawn),2.0,-3,7,0,1.1,0,102,2,-0.3,103
O=C(NC1CC1)C1CCC(=O)N1C1CCCC1 (stereo not drawn),-0.4,1,-7,12,1.2,4,99,-5,-0.2,99
O=C(CSC1=NCCS1)Nc1nc2c(s1)CCCC2,1.0,-27,-12,15,2,-2,124,-8,-0.6,105
Oc1c(N=NC(=S)Nc2ccccc2F)c2ccccc2n1Cc1ccc(Cl)cc1,-2.3,-9,7,-23,1.1,9,107,-3,-0.3,98
CCOC(=O)N1CCC(NC(=O)c2cccnc2SC)CC1,-0.6,-3,-7,-7,1.4,7,104,2,-0.4,100
CCOc1ccc(N(CC(=O)NCCCOC)S(C)(=O)=O)cc1,-0.6,-3,10,-6,1.3,6,103,1,-0.3,101
O=C(c1ccc(Cl)nc1)N1CCN(C/C=C/c2ccccc2)CC1,0.0,-2,-13,-2,1.6,2,100,2,0.2,106
COc1cc(/C=N/NC(=O)c2sc(N)c(C#N)c2C)ccc1O,0.0,-2,-3,1,0.74,7,102,0,-0.2,95

# Going on with the list.
SMILES,Redox H2O2 prof,STAT1 blocker,TLR4-MyD88 BLA,APP 5'UTR act,NF-kB neuron act,STAT3 blocker,STAT1 activator,Efa HMGR inh,Hsp70 act,STAT3 activator
CCOc1c(OC)ccc2c3c(c(=O)oc12)CCCC3,0.2,5,-4,nt,1.1,7,95,1,-0.1,100
COCc1cc(C)c(C#N)c(=S)[nH]1,-0.3,-4,-4,-6,1.1,-6,104,-2,-0.2,108
O=C1NC(=S)N/C1=C/c1cc([N+](=O)[O-])ccc1O,0.2,-6,-1,1,0.98,-2,106,-1,-0.3,102
O=C(Nc1ccc(Cl)c([N+](=O)[O-])c1)c1ccncc1,-0.4,-8,3,nt,1.1,9,107,0,0.2,92
CNC(=S)N1N=C(c2ccc(C)cc2)CC1c1ccc(Cl)cc1 (stereo not drawn),0.0,0,-6,0,4.5*,11,100,-1,-0.3,94
Cc1ccc(-c2nn(-c3ccccc3)cc2C2SCC(=O)N2Cc2ccccc2)o1 (stereo not drawn),1.4,5,0,31,0.98,-1,96,0,-0.1,101
COc1ccccc1-c1nnc2sc(-c3cc4ccccc4o3)nn12,0.3,-17,3,-6,2.1,0,116,-8,0.0,104
COc1cc(C2C(C#N)=C(N)Oc3n[nH]c(-c4ccncc4)c32)cc(OC)c1OC (stereo not drawn),-0.2,0,2,16,1,8,100,2,0.3,96
COc1ccc(S(=O)(=O)Nc2ccc(S(=O)(=O)N(C)C)cc2)cc1[N+](=O)[O-],-0.4,1,-5,3,1.4,1,99,-2,-0.5,98
CCOC(=O)C1(Cc2ccc(Cl)cc2)CCN(C(=O)c2ccoc2)CC1,-1.6,4,-8,19,0.97,10,95,-4,-0.4,95

# Full records, quoted from the list.
# `O=C(c1ccc(Cl)nc1)N1CCN(C/C=C/c2ccccc2)CC1` is entered as Redox H2O2 prof = 0.0; STAT1 blocker = -2; TLR4-MyD88 BLA = -13; APP 5'UTR act = -2; NF-kB neuron act = 1.6; STAT3 blocker = 2; STAT1 activator = 100; Efa HMGR inh = 2; Hsp70 act = 0.2; STAT3 activator = 106
# `Cc1nn(CCc2n[nH]c(=S)n2-c2cccc(Cl)c2)c(C)c1[N+](=O)[O-]` is entered as Redox H2O2 prof = 0.1; STAT1 blocker = 2; TLR4-MyD88 BLA = 2; APP 5'UTR act = -3; NF-kB neuron act = 0.95; STAT3 blocker = 4; STAT1 activator = 98; Efa HMGR inh = -5; Hsp70 act = -0.6; STAT3 activator = 95

# Screens as filed in PubChem BioAssay.
